NOD1 inhibition: inhibition of NOD1-driven NF-kB reporter – cell-based, luminescence, uHTS, primary screen (AID 1578); NOD1-driven NF-kB luciferase reporter cells, luminescence; higher % means a stronger effect; inhibition, % at 4 µM, or EC50 in µM where a hit was titrated; 1% of 290,000 active; in the data active = inhibition mostly above about 36%, no sharp cut-off; inactive = mostly below about 34%;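 note: HEK-293T reporter cells stimulated with the NOD1 agonist gamma-tri-DAP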
P. falciparum M1AAP: malaria alanyl aminopeptidase activity blockers – biochemical, fluorogenic H-Leu-NHMec substrate, 1536-well (AID 1445); recombinant M1AAP, H-Leu-NHMec fluorogenic kinetic assay; higher % means a stronger effect; inhibition, % at 30 µM; hits with a dose series show IC50 in µM; 0.42% of 220,000 active;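 active = primary inhibition above the hit cutoff, then over 50% inhibition at one or more dose response concentrations, cut at about 23% in these data, passing the limit was not always enough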;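 note: plate controls were DMSO full reaction for no effect and no enzyme background for full effect; strong numbers were not always called active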
P. falciparum M17LAP: P. falciparum M17LAP inhibitors, primary screen, biochemical, fluorogenic H-Leu-NHMec substrate, 1536-well (AID 1619); recombinant M17LAP, H-Leu-NHMec fluorogenic kinetic assay; higher % means a stronger effect; 0.38% of 220,000 active; one-dose inhibition, % at 30 µM; IC50 in µM for titrated hits;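 active = compound inhibiting the enzyme by more than half at any dose during confirmatory dose-response retesting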;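 note: plate controls were full reaction with DMSO carrier for no effect and no enzyme background for full effect; strong numbers were not always called active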
HEK293 NOD2/NF-kB: inhibition of NOD2-driven NF-kB reporter – cell-based, luminescence, uHTS, HEK293 (AID 1566). 0.63% of 290,000 active. one-dose inhibition, % at 4 µM; EC50 in µM for titrated hits. HEK293 NOD2/NF-kB luciferase reporter, luminescence; higher % means a stronger effect; note: many of its hits are not listed in these tables
AID2073: disruptors of CaV2.2 binding to Mint1 – biochemical, HTRF (AID 2073). HTRF protein-protein interaction, Mint1-CaV2.2; higher % means a stronger effect. inhibition, % at 20 µM, or IC50 in µM where a hit was titrated. 0.19% of 290,000 active; in the data active = inhibition mostly above about 51%, no sharp cut-off; note: some results filed as inactive read as strong as hits
KOR beta-arrestin-1: kappa opioid receptor blockers – cell-based, luminescence, uHTS (AID 1778). inhibition, % at 10 µM; hits with a dose series show IC50 in µM. 0.091% of 290,000 active. KOR beta-arrestin recruitment, luminescence, antagonist mode; higher % means a stronger effect; note: strong numbers were not always called active
Dynein transport: dynein cargo transport inhibition; z-score, hits read low; 0.47% of 220,000 active; 3617.4 mouse cells, GR-EGFP nuclear translocation imaging; test concentration mostly 20 µM; stimulated with dexamethasone, 1 µM; hits give low values;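 active = plate z-score of nuclear minus cytoplasmic receptor signal below a set negative limit, without overly bright fluorescence or cell loss, cut at about -3.5 in these data, passing the limit was not always enough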;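 note: z-score of nuclear minus cytoplasmic ring GR-EGFP intensity difference per well; some compounds called inactive have numbers as strong as hits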
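medium = tetracycline-free induction medium containing charcoal-stripped FBS | probe or stimulus = dexamethasone, 1.0 µM final | timing = 48 h induction, then 1 h compound, then 30 min agonist, 37 °C | detection = automated 10x imaging of fixed Hoechst-stained cells | read-out basis = nuclear versus cytoplasmic GR-EGFP signal, averaged per well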
GPR55 activation: selective activators of receptor GPR55 – imaging, U2OS cells, beta-arrestin-GFP redistribution, primary screen (AID 1961) | U2OS GPR55 beta-arrestin-GFP redistribution imaging; higher % means a stronger effect | one-dose activation, % at 10 µM; EC50 in µM for titrated hits | 0.048% of 290,000 active;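 active = activation above 40% with more than 50 cells counted in the well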;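 note: U2OS osteosarcoma cells stably expressing GPR55 and beta-arrestin-GFP; plate controls were DMSO negative control for no effect and LPI positive control for full effect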
KOR beta-arrestin-2: kappa opioid receptor activators – cell-based, luminescence, uHTS, primary screen (AID 1777) | KOR beta-arrestin recruitment, luminescence; higher % means a stronger effect | one-dose activation, % at 10 µM; EC50 in µM for titrated hits | 0.02% of 280,000 active; in the data active = activation above about 50%, passing the limit was not always enough; note: a part of the inactive calls stands beside numbers as strong as those of hits
Dynein transport cytoplasmic EGFP: second read-out of Dynein transport, no call of its own (marks repeat the call); z-score; measured here: cytoplasmic GR-EGFP intensity; hits give high values
Dynein transport nuclear GR-EGFP: recorded beside Dynein transport, whose call it bears; z-score; measured here: nuclear GR-EGFP intensity;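 lower value marks the stronger effect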
Dynein transport cell count: second read-out of Dynein transport, no call of its own (marks repeat the call); z-score; measured here: cell count per field
An asterisk follows results filed as active; nt = no result given; [ ] = remark or other dose. Cut-off read from the data, not from the text of the source, unless noted: active = inhibition above about 50%; inactive = the rest.

structure	KOR beta-arrestin-2	KOR beta-arrestin-1	Dynein transport cytoplasmic EGFP	Dynein transport nuclear GR-EGFP	HEK293 NOD2/NF-kB	P. falciparum M17LAP	GPR55 activation	Dynein transport	AID2073	Dynein transport cell count	NOD1 inhibition	P. falciparum M1AAP
COc1cccc2cc(C(=O)C3=C(O)C(=O)N(CCN4CCOCC4)C3c3ccc(C(C)(C)C)cc3)oc12 (stereo not drawn)	5.7%	-6%	nt	nt	4%	nt	-0.2%	nt	20%	nt	-12%	nt
Cc1c(Br)ccc(NC(=O)c2ccccc2[N+](=O)[O-])c1C	-7.2%	-18%	-0.14	-0.53	-28%	2%	0.1%	-1.1	21%	0.71	-15%	3%
Cc1cccn2cc(CCNC(=O)c3ccc(Br)o3)nc12	-2.0%	-4%	-0.25	-0.19	18%	1%	0.2%	-0.36	26%	0.54	-4%	6%
CCOc1ccc(/C=N/NC(=O)c2cc3c(OC)cc(OC)c(OC)c3[nH]2)cc1	-1.6%	-56%	nt	nt	1%	nt	0.4%	nt	3%	nt	-10%	nt
O=C(Nc1nc(-c2ccccn2)cs1)C1CCCC1	1.8%	-22%	-0.23	1.4	-27%	4%	0.1%	0.96	2%	-2.7	-48%	3%
CCOc1ccc2c(c1)C(C)=CC(C)(C)N2S(=O)(=O)c1ccc(NC(C)=O)cc1	3.7%	-118%	nt	nt	2%	nt	0.2%	nt	14%	nt	74%*	nt
CC(NC(=O)/C(C#N)=C/c1ccc(OCC(=O)O)cc1)c1ccccc1 (stereo not drawn)	-4.3%	-45%[20 µM]	nt	nt	4%	nt	-0.1%	nt	-1%	nt	-22%	nt
COc1ccccc1CC(=O)NCc1ccc2c(c1)OCO2	-0.2%	-20%	0.3	0.26	-3%	8%	-0.1%	0.55	-1%	-0.55	-8%	-2%
COc1ccc(/C=C2\CCc3ccccc3C2=O)cc1Cn1cccn1	-7.6%	2%	-0.1	1.5	11%	3%	0.4%	2.5	4%	-1.1	-5%	18%
COC(=O)CN1C(CN2CCOCC2)=Nc2ccc(Br)cc2C1c1ccccc1 (stereo not drawn)	0.3%	-17%	-0.23	0.52	0%	1%	-0.2%	0.89	5%	-0.19	0%	6%
O=C(NCCc1ccc(Cl)cc1Cl)c1cncc(Br)c1	-4.9%	4%	nt	nt	9%	nt	-0.1%	nt	9%	nt	-9%	nt
O=C(O)c1cc([N+](=O)[O-])ccc1N1CCCCC1	-3.5%	-37%	-0.32	-0.36	9%	32%	0.3%	-0.29	4%	0.2	-11%	9%
O=C(COc1ccccc1Cl)NCCNC(=O)c1ccccn1	2.2%	-8%	nt	nt	3%	nt	0.2%	nt	-2%	nt	16%	nt
CCCCCCCCCc1nc2sc3c(c2c(=O)n1NC(=O)c1ccc([N+](=O)[O-])cc1)CC(C)(C)OC3	-1.9%	-3%	-0.26	-0.84	57%*	-11%	-0.4%	-0.98	9%	0.56	56%	4%
O=C(OCCCCN1C(=O)c2ccccc2C1=O)c1n[nH]c2ccccc12	-0.6%	2%	-0.22	-0.78	22%	6%	-0.2%	-0.24	6%	0.11	-9%	4%
CC(C)OC(=O)Nc1ccc2c(c1)N(C(=O)CCN1CCOCC1)c1ccccc1CC2	nt	-12%[20 µM]	-0.27	-0.017	2%	1%	0.1%	0.1	41%	0.16	-37%	1%
Cc1ccccc1S(=O)(=O)Cc1ccc(C(=O)NCCN(Cc2ccccc2)C(C)C)o1	-2.0%	11%	nt	nt	-10%	nt	0.3%	nt	7%	nt	16%	nt
COc1ccc(NC(=S)NC(NC(=O)c2cccc3ccccc23)C(Cl)(Cl)Cl)c([N+](=O)[O-])c1 (stereo not drawn)	5.1%	-86%	0.07	0.74	-31%	13%	-0.1%	0.91	3%	-0.099	10%	14%
CCCCNC(=S)NNC(=O)c1csc(C)c1CC	6.5%	41%	-0.27	0.66	14%	-7%	-0.4%	-0.034	-3%	0.18	-22%	-7%
Cc1occc1C(=O)N1CCCC(N2CCN(c3cccc(Cl)c3)CC2)C1 (stereo not drawn)	2.6%	8%	nt	nt	2%	nt	-0.1%	nt	2%	nt	-7%	nt

Two records picked at random from those above, as already listed:
structure	KOR beta-arrestin-2	KOR beta-arrestin-1	Dynein transport cytoplasmic EGFP	Dynein transport nuclear GR-EGFP	HEK293 NOD2/NF-kB	P. falciparum M17LAP	GPR55 activation	Dynein transport	AID2073	Dynein transport cell count	NOD1 inhibition	P. falciparum M1AAP
CCCCNC(=S)NNC(=O)c1csc(C)c1CC	6.5%	41%	-0.27	0.66	14%	-7%	-0.4%	-0.034	-3%	0.18	-22%	-7%
COc1cccc2cc(C(=O)C3=C(O)C(=O)N(CCN4CCOCC4)C3c3ccc(C(C)(C)C)cc3)oc12 (stereo not drawn)	5.7%	-6%	nt	nt	4%	nt	-0.2%	nt	20%	nt	-12%	nt

Next part:
structure	KOR beta-arrestin-2	KOR beta-arrestin-1	Dynein transport cytoplasmic EGFP	Dynein transport nuclear GR-EGFP	HEK293 NOD2/NF-kB	P. falciparum M17LAP	GPR55 activation	Dynein transport	AID2073	Dynein transport cell count	NOD1 inhibition	P. falciparum M1AAP
C=Cn1cc[n+](CC(=O)c2ccc(Br)cc2)c1	-0.1%	-25%	nt	nt	3%	nt	-0.3%	nt	11%	nt	5%	nt
COc1ccc(OC)c(NC(=O)C(CC(C)C)NC(=O)C2CCCCC2)c1 (stereo not drawn)	-5.2%	14%	-0.16	0.41	-9%	7%	-0.4%	0.07	-4%	-0.4	-8%	2%
N=c1c2c(ncn1CCCO)Oc1cc(O)ccc1C2c1ccccc1 (stereo not drawn)	-3.5%	11%	-0.29	-0.15	4%	5%	-0.1%	0.56	17%	0.1	0%	1%
O=C(CCNC(=O)c1ccco1)Nc1ccc(OC(F)F)c(Cl)c1	0.7%	-21%	nt	nt	19%	nt	-0.3%	nt	13%	nt	-23%	nt
CCOC(=O)c1ccc(NC(=O)c2nc[nH]c2C(=O)NC)cc1	0.6%	3%	-0.75	0.56	-6%	-2%	-0.1%	0.66	4%	-0.74	-14%	-3%
Cc1cccnc1NC(=O)c1c(O)c2cccc3c2n(c1=O)CCC3	3.5%	-28%	0.024	1.6	6%	0%	-0.1%	1.5	10%	-1.8	-6%	2%
CC(C)(C)CN1CCN(Cc2c[nH]c3ccccc23)CC1CCO (stereo not drawn)	-4.9%	-36%[20 µM]	nt	nt	17%	nt	-0.1%	nt	-3%	nt	8%	nt
COC(=O)c1ccc(COc2ccc(/C=N/NC(N)=S)cc2)o1	-3.9%	-37%	-0.29	-0.21	-6%	-2%	0.2%	0.43	-41%	-0.18	-1%	3%
CCOC(=O)CNC(=O)CSc1nnc(SCC(=O)NCC(=O)OCC)s1	3.7%	4%	-0.18	0.076	18%	-3%	-0.2%	-0.23	6%	0.24	10%	7%
Cc1ccc(Nc2c([N+](=O)[O-])c(=O)n(C)c3ccccc23)cc1	-1.1%	9%[20 µM]	-0.34	0.043	4%	nt	-0.2%	-0.49	9%	0.97	-27%	nt
O=C(CCC(=O)N1CCOc2ccccc21)NCc1ccccn1	4.6%	-10%[20 µM]	nt	nt	nt	nt	-0.1%	nt	4%	nt	nt	nt
Cc1cc(/C=N/n2cnnc2)c(C)n1-c1ccc(OCc2ccc(Cl)cc2)cc1	-5.4%	-80%	-0.3	-0.41	48%	3%	-0.1%	-0.34	-4%	0.48	57%	0%
CCOc1ccccc1C1CC(c2ccc(F)cc2)Nc2nc(N)nn21 (stereo not drawn)	2.3%	21%	-0.21	-0.21	18%	0%	-0.2%	-0.44	-5%	0.027	18%	1%
CC1=Nc2cc(C(=O)O)ccc2Sc2ccc(C)cc21	-4.0%	-30%	-0.35	-0.53	-2%	8%	-0.6%	-0.38	18%	0.16	-44%	7%
COc1ccc(NC(=O)CSc2nnc(Cc3cccn3C)n2-c2ccc(OC)cc2)cc1	-1.1%	4%	-0.24	0.56	14%	4%	-0.1%	0.83	-1%	0.24	0%	5%
Cn1c2ccccc2c(=O)c2c(=O)n(C3CCCCCC3)c(C3CCCCC3)nc21	6.2%	-4%	-0.079	-0.042	6%	-7%	-0.1%	0.19	32%	0.3	20%	3%
Cn1cc(Cl)c(C(=O)OCC(=O)c2ccccc2)n1	2.6%	-2%	nt	nt	-20%	nt	-0.1%	nt	7%	nt	-10%	nt
CCc1ccc(OCC2NCCc3cc(OC)c(OC)cc32)cc1 (stereo not drawn)	-4.4%	-9%	nt	nt	10%	nt	-0.2%	nt	9%	nt	-16%	nt
CCc1ccc(-c2csc3ncn(CC(=O)N4CCOCC4)c(=O)c23)cc1	-6.4%	6%	-0.043	0.39	12%	11%	-0.1%	0.09	-3%	-0.091	-19%	10%
O=C(Nc1ccc(F)cc1)Nc1ccccc1C(=O)NCCN1CCNC1=O	2.0%	7%	-0.29	0.39	0%	-3%	-0.2%	1.5	14%	-0.38	-16%	1%
O=C(Cc1c(F)cccc1Cl)Nc1ccon1	-1.1%	12%	-0.23	0.011	6%	1%	-0.1%	0.072	0%	0.89	-27%	3%
COc1ccc(-n2c(SCc3ccc([N+](=O)[O-])cc3)nnc2-c2ccccc2)cc1	2.1%	-17%	-0.24	0.026	0%	3%	0.9%	0.46	-11%	0.51	42%	9%
O=C(Nc1ccccc1N1CCN(C(=O)c2ccccc2)CC1)c1cccc(Cl)c1	-1.6%	-6%	-0.78	-0.94	20%	nt	-0.1%	-1.3	14%	0.23	0%	nt
CCCn1cc(CN2CCC(n3nccc3NC(=O)c3ccccc3)CC2)c(C)n1	5.5%	6%	nt	nt	16%	nt	-0.1%	nt	9%	nt	0%	nt
COc1cccc(-c2nc(CSCC(=O)NCC3CCCO3)c(C)o2)c1 (stereo not drawn)	-0.3%	24%	-0.29	0.88	11%	-2%	0.3%	1.4	-9%	-1.1	2%	9%
CCOc1cc(C(=O)Nc2ccc(F)cc2)cc(Br)c1OC	3.1%	-53%	-0.25	0.7	-4%	6%	0.2%	1.3	4%	-0.2	13%	0%
CCOC(=O)N1CCC(N2CCCC(C(=O)c3ccc4cc(OC)ccc4c3)C2)CC1 (stereo not drawn)	nt	-52%[20 µM]	-0.12	0.011	-28%	-67%	0.3%	0.0051	37%	-0.73	-34%	8%
Cc1cc(-c2ccccc2)nc2cc(C(=O)OC(C)C)nn12	5.4%	-11%[20 µM]	nt	nt	-1%	nt	0.2%	nt	13%	nt	-28%	nt
Cn1cc(CN2CCN(c3ccccc3)CC2)c2ccccc21	4.2%	0%	-0.23	0.21	-3%	2%	-0.4%	-0.09	7%	-0.52	-9%	-1%

Not all compounds are listed, so the mix of outcomes need not match the whole.
